Source: PubChem BioAssay
Insulin prom inh: TRM-6 insulin promoter activity inhibition. TRM-6 cells (human fetal islet line), insulin promoter-eGFP reporter, imaging; reporter expression induced with tamoxifen. inhibition, % at 2 µM. hit rate 0.9% among 130,000;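 active = inhibition above the mean plus 3 SD, with well images judged a real hit on visual review, cut at about 60% in these data, passing the limit was not always enough; inconclusive = inhibition over the cutoff but images rejected on review; inactive = inhibition not above the cutoff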
sdo1 growth: restores growth of sdo1-depleted yeast; hit rate 0.21% among 140,000; z-score at 10 µM; S. cerevisiae sdo1-depleted JHY4D growth rescue, OD600 30 h; hits give high values; pdr5 snq2 efflux-pump mutant strain; AID 817;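 active = z-score above 3 at both the 24 hr and the 30 hr optical density reads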;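 also: z-score against mean and SD of all compound wells on the same plate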
sdo1 growth Rescue 24 h: recorded beside sdo1 growth, whose call it bears; z-score; S. cerevisiae sdo1-depleted JHY4D growth rescue, OD600; measured here: growth rescue at 24 h;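 0 is the plate mean of compound wells and units are plate SD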
* = called active by the depositor; ? = inconclusive; . = not tested or not shown. Some of the compounds tested; the hit share may differ from the screen's.

Values run as follows: Insulin prom inh | sdo1 growth | sdo1 growth Rescue 24 h
Cc1ccc(NC(=O)CC2S/C(=N/c3nccs3)N(C)C2=O)cc1C (configuration not stated)
    10 | -0.68 | 0.4
Cc1ccc(C)c(NC(=O)CNS(=O)(=O)c2ccccc2)c1
    . | 0.53 | 0.14
CC(C)=CCN1CCN(Cc2ccc(C#CC(C)(C)O)s2)CC1CCO (configuration not stated)
    40 | . | .
O=C(Nc1nncs1)c1ccccc1NS(=O)(=O)c1cccs1
    10 | 0.61 | 0.22
COc1ccc(-c2cc(C(=O)N3CCN(Cc4ccccc4)CC3)no2)cc1OC
    . | -0.61 | -0.73
C/C(=N\NC(=O)COc1ccc(C(C)(C)C)cc1)c1cc2ccccc2o1
    -24 | -0.6 | 0.73
CC1(C)Cc2cccc(OCC(=O)Nc3nccs3)c2O1
    . | -0.24 | -0.54
COc1cccc(-c2ccc(C#N)c(SCC(=O)NCc3ccco3)n2)c1
    -33 | . | .
O=C(c1cccs1)N1CCN(Cc2nc3ccccc3c(=O)[nH]2)CC1
    -26 | 0.65 | -0.57
O=C1/C(=C\c2ccco2)CCC/C1=C\c1ccco1
    -37 | -0.01 | 0.72
CCN(CC)S(=O)(=O)c1cccc(C(=O)Nc2ccccc2C(=O)N2CCOCC2)c1
    -43 | 1.1 | 1.4
CCCSc1cc(N2CCN(C)CC2)nc(-c2ccc(OC)cc2)n1
    32 | -2.2 | -1.3
COC(=O)c1ccc(C2CC(=O)NC3=C2C(=O)CCC3)cc1 (configuration not stated)
    . | 0.38 | 0.12
CNS(=O)(=O)c1cc(OC)c(OC)cc1CC(=O)OC
    8 | . | .
CCc1nc(NCCC(C)C)c(C#N)c2c1CCCC2
    26 | -0.23 | -0.64
CC1CCCCC1NCC(=O)NCc1ccc(F)cc1 (configuration not stated)
    10 | . | .
CCSc1nc(C)nc2c1oc1ccccc12
    . | -1.7 | -1.4
Cc1ccc(S(=O)(=O)N(C#N)c2nc(C)cc(C)n2)cc1
    . | 0.71 | 0.58
CCC(C)Sc1nc2c(c(=O)[nH]1)C(c1cccs1)C1=C(CCCC1=O)N2 (configuration not stated)
    -44 | . | .
CCOC(=O)c1c(C)c(C(=O)NCc2ccco2)c(C)n1CC
    25 | . | .
CCOc1cc2c(C)cc(=O)oc2cc1Cl
    . | 0.29 | 0.64
O=C1C2Sc3[nH]c(=O)sc3C(c3ccccc3)C2C(=O)N1c1ccccc1 (configuration not stated)
    -19 | 0.98 | 0.25
CCOc1ccc(-c2cc(C(=O)OC)[nH]n2)cc1
    0 | . | .
Cn1c(=O)[nH]c(=O)c2[nH]c(CN3CCN(C(=O)c4ccco4)CC3)nc21
    34 | 0.71 | 0.54
O=C(CSc1nc(-c2ccccc2)cc(C(F)(F)F)n1)NCc1ccco1
    7 | -0.73 | -0.11
Cc1ccccc1Nc1nc(N)nc(CSc2nncn2C)n1
    25 | . | .
Cn1cccc1Cc1nnc(SCC(=O)Nc2nccs2)n1CCc1ccccc1
    . | -1.1 | -1.4
COC(=O)CNC(=O)Cn1ccc2ccccc2c1=O
    . | -0.13 | 0.24
COc1ccc(CCNC(=O)C2CCCN(Cc3nc(-c4ccccc4C)oc3C)C2)cc1OC (configuration not stated)
    -86 | -1.5 | -0.88
CCN1CC2([N+](=O)[O-])C=CC(=O)C([N+](=O)[O-])(C1)C2CC(=O)c1ccccc1 (configuration not stated)
    -1 | -0.51 | -1.1

A draw from above in order of molar mass, high to low:
Values run as follows: Insulin prom inh | sdo1 growth | sdo1 growth Rescue 24 h
Cn1cccc1Cc1nnc(SCC(=O)Nc2nccs2)n1CCc1ccccc1
    . | -1.1 | -1.4
CCC(C)Sc1nc2c(c(=O)[nH]1)C(c1cccs1)C1=C(CCCC1=O)N2 (configuration not stated)
    -44 | . | .
CCN1CC2([N+](=O)[O-])C=CC(=O)C([N+](=O)[O-])(C1)C2CC(=O)c1ccccc1 (configuration not stated)
    -1 | -0.51 | -1.1
O=C(Nc1nncs1)c1ccccc1NS(=O)(=O)c1cccs1
    10 | 0.61 | 0.22
CCCSc1cc(N2CCN(C)CC2)nc(-c2ccc(OC)cc2)n1
    32 | -2.2 | -1.3
Cn1c(=O)[nH]c(=O)c2[nH]c(CN3CCN(C(=O)c4ccco4)CC3)nc21
    34 | 0.71 | 0.54
O=C(c1cccs1)N1CCN(Cc2nc3ccccc3c(=O)[nH]2)CC1
    -26 | 0.65 | -0.57
Cc1ccc(C)c(NC(=O)CNS(=O)(=O)c2ccccc2)c1
    . | 0.53 | 0.14
CC1(C)Cc2cccc(OCC(=O)Nc3nccs3)c2O1
    . | -0.24 | -0.54
COC(=O)CNC(=O)Cn1ccc2ccccc2c1=O
    . | -0.13 | 0.24
CCOc1ccc(-c2cc(C(=O)OC)[nH]n2)cc1
    0 | . | .
CCSc1nc(C)nc2c1oc1ccccc12
    . | -1.7 | -1.4
CCOc1cc2c(C)cc(=O)oc2cc1Cl
    . | 0.29 | 0.64

Continued:
Values run as follows: Insulin prom inh | sdo1 growth | sdo1 growth Rescue 24 h
COc1cccc(NC(=O)CN2CCN(c3ccc(F)cc3)CC2)c1
    -6 | 0.25 | -0.03
O=C(O)CCC(=O)N1N=C(c2c(-c3ccccc3)c3cc(Cl)ccc3[nH]c2=O)CC1c1ccccc1 (configuration not stated)
    38 | . | .
COc1ccc(NC(=O)C2CCCN(S(=O)(=O)c3cccc4nonc34)C2)cc1 (configuration not stated)
    -27 | -0.37 | 1.4
CCOC(=O)COn1c(=O)c(C)[n+]([O-])c2ccccc21
    -11 | 1.5 | 1.8
COc1ccccc1NC(=S)N(Cc1ccco1)Cc1cc2cc(C)c(C)cc2[nH]c1=O
    -192 | -1.3 | -1
S=C1NCCNC(=S)NCCOCCOCCN1
    0 | . | .
CCCCC[n+]1cccc2c3ccccc3ccc21
    -33 | . | .
c1cc(-c2nnc3n2CCC3)[nH]n1
    . | 2.5 | 3
Cc1ccc(S(=O)(=O)N2CCCCC2)cc1C(=O)c1nccn1C
    . | 2.3 | 1.8
Cc1ccnc(NS(=O)(=O)c2ccc(NC(=O)COc3ccccc3)cc2)n1
    -33 | . | .
CCCC1(C(=O)OC)NC(c2ccco2)C2C(=O)N(c3ccc(C)cc3)C(=O)C21 (configuration not stated)
    . | 0.06 | -0.91
CCOC(=O)c1ccc(N(C(=O)c2cnccn2)C(C(=O)NC2CCCCC2)c2cn(C)nc2C)cc1 (configuration not stated)
    17 | 0.35 | -0.2
Cc1cc[n+](-c2[nH]c(=O)sc2/C=N/NC([S-])=Nc2ccccc2)cc1C
    13 | 1.4 | 1.6
Brc1ccc(-c2nc(-c3cccnc3)no2)o1
    -45 | -0.22 | -0.94
COc1ccc(NC(C)C(=O)N/N=C/c2ccccc2OCc2cccc(Br)c2)cc1 (configuration not stated)
    -13 | -0.96 | -0.74
COc1ccc(S(=O)(=O)N(CC(=O)NC(C)C)Cc2ccccc2)cc1
    -63 | -0.18 | -0.64
Cc1ccc2[nH]c3c(c2c1)CN(C(=O)CN1CCCc2ccccc21)CC3
    -26 | -1.7 | -1.3
CC1CCCCN1Cc1ccc(-c2nnn(CC(=O)NC3CCCCC3)n2)cc1 (configuration not stated)
    7 | 0.62 | -0.01
CCc1ccccc1N(CC(=O)O)S(C)(=O)=O
    12 | 0.48 | -0.18
CC(=O)c1ccc(-c2ccc(Cn3c(C)nc4cc(N)c(C)nc43)cc2)cc1
    -33 | . | .
Cc1ccc2nc(NCC(=O)O)nc(-c3ccccc3)c2c1
    -25 | 0.52 | -0.46
Cc1c(CCOC(=O)C23CC4CC(CC(C4)C2)C3)sc[n+]1Cc1ccccc1
    -24 | 0.67 | 0.46
Cc1nnc(NC(=O)CN2C(=O)c3ccccc3S2(=O)=O)s1
    7 | -0.41 | -0.96
COc1ccc(CNC(=O)C2CCCN2CCc2ccccc2)cc1OC (configuration not stated)
    30 | . | .
COCCCNC(=O)CN(c1cccc(Cl)c1C)S(C)(=O)=O
    -8 | 1.1 | 1
Cc1ccc(SCC(=O)NC(=O)Nc2ccc3c(c2)OCCO3)cc1C
    -16 | 2 | 2.4
CCCCc1ccc(N=N/C(C(=O)Nc2cc(OC)c(NC(C)=O)cc2OC)=C(/C)O)cc1
    45 | -0.88 | -0.49
O=C(NC1CCCCC1)C(c1ccncc1)N(CC1CCCO1)C(=O)C(F)(F)F (configuration not stated)
    90* | 1.4 | 0.28
O=S(=O)(NCc1ccncc1)c1ccc(S(=O)(=O)NCC2CCCO2)cc1 (configuration not stated)
    -10 | 0 | -0.64
Cc1ccc(Nc2nc(N)nc(CN3CCN(c4ccccc4)CC3)n2)cc1Cl
    . | -2 | -0.34
CC(NC(=O)Cn1cnc([N+](=O)[O-])n1)c1ccccc1 (configuration not stated)
    3 | 0.43 | 0.35
CC(=O)c1ccccc1OCC(O)CN1CCN(C(c2ccccc2)c2ccccc2)CC1 (configuration not stated)
    -7 | -1.2 | 0.02
COc1cccc(-c2nnc(-c3ccc(C(F)(F)F)cc3)o2)c1OC
    ? | -1.1 | -0.48
O=S(=O)(c1ccc2nc(COc3ccccc3)[nH]c2c1)N1CCOCC1
    . | 0.61 | 1.2
Cc1ccccc1CN1CCN(CC(=O)NCc2ccc3c(c2)OCO3)C1=O
    . | 0.67 | 0.32
CCc1nnc(NC(=O)CSc2nc3ccccc3o2)s1
    -57 | 0.43 | 0.35
CCC(=O)N=c1sc2ccccc2n1-c1ccccc1
    15 | . | .
O=C(CCC1CC(=O)Nc2ccccc21)NCc1ccc(F)cc1 (configuration not stated)
    21 | 0.77 | 0.52
CCOC(=O)CNC(=O)CN1CCCN(S(=O)(=O)c2ccc(Br)s2)CC1
    -6 | 0.23 | 0.04
CC(C)C1NC(=S)N(Cc2ccccc2)C1=O (configuration not stated)
    . | -0.05 | -0.33
COc1cccc(-c2cc(C(=O)Nc3c(C)nn(Cc4ccccc4)c3C)no2)c1
    38 | -1.2 | -0.73
O=C(Nc1nnc(SCc2ccc(F)cc2)s1)C1Cc2ccccc2CN1C(=O)c1ccco1 (configuration not stated)
    19 | -0.69 | -0.33
CCN(CC)S(=O)(=O)c1ccc2oc(C(=O)N3CCc4ccccc4C3)c(C)c2c1
    -7 | -1 | -0.08
O=C(CN(C(=O)c1ccccc1Cl)C1CCCCC1)Nc1ccc(Cl)c([N+](=O)[O-])c1
    4 | -1.6 | -1.8
CCCCCn1c(SCCOCC)nc2c1c(=O)[nH]c(=O)n2C
    . | -0.63 | -0.71
CS(=O)(=O)N1CC2CCCN2c2cc(C(F)(F)F)ccc21 (configuration not stated)
    21 | . | .
COC(=O)[C@@H]1C[C@H]1[C@@H](NS(=O)(=O)c1ccccc1)c1ccccc1
    -24 | -0.09 | 0.29
CCn1c(=O)c(=O)[nH]c2cc(C(=O)Nc3ccc(S(=O)(=O)N4CCCC4)cc3)ccc21
    . | -0.24 | -0.68
CCOC(=O)c1cc(-c2ccc(C)cc2)n(CC(=O)NCc2ccco2)c1C
    . | -2.2 | -1.3
Cc1noc(C)c1COc1ccc(C(=O)O)cc1
    12 | . | .
Cc1ccccc1Cn1nc(C)c(NC(=O)c2noc3c2CC(C(C)(C)C)CC3)c1C (configuration not stated)
    -7 | -0.43 | 0.29
COc1ccc(CCNC(=O)CN2CCCc3ccccc32)cc1OC
    -14 | 0.57 | 0.39
CC1CN(C(=O)Cc2ccc(-c3ccccc3)cc2)CC(C)O1 (configuration not stated)
    -74 | -0.6 | -0.97
CCCOC(=O)Nc1nc(-c2ccc(C)cc2)c(C)s1
    -36 | . | .
COc1ccc(NC(=O)c2ccc(Cn3cc(Cl)cn3)cc2)cc1
    20 | . | .
CCn1c(Cc2ccc(OC)cc2)nnc1SCC(=O)Nc1nc2ccccc2s1
    -39 | -0.56 | 0.97
Cc1ccc(NC(=O)Cn2c(CCC(=O)O)ccc2-c2cccs2)cc1
    . | 0.88 | 1.9
CCOC(=O)NC1(C(F)(F)F)N=C(c2ccccc2)NC1=O (configuration not stated)
    -19 | 0.62 | 0.15
Cc1ccc(N2CCN(/N=C/c3c(C)nn(-c4ccccc4)c3Cl)CC2)cc1
    -4 | -0.58 | 0.03
COc1ccc(NCc2nnc(SCC(=O)Nc3cccc(C)c3)o2)cc1
    . | -0.52 | 0.15

Continued:
Values run as follows: Insulin prom inh | sdo1 growth | sdo1 growth Rescue 24 h
Cc1[nH]nc2oc(=O)c(CCO)c(C)c12
    36 | -0.03 | 0.06
O=C(CSc1ccc([N+](=O)[O-])cc1)Nc1cccc(S(=O)(=O)Nc2ccccc2F)c1
    -18 | . | .
Cc1cc(OCCN2CCCC2)ccc1C(C)C
    62 | -0.55 | -0.99
CCc1ccc(N2CC(C(=O)Nc3ccc(C)c(S(=O)(=O)N4CCOCC4)c3)CC2=O)cc1 (configuration not stated)
    -8 | 1.2 | 0.77
CCCNCC1C(Oc2ccc(Cl)cc2Cl)C(=O)N1c1cccc(C)c1C (configuration not stated)
    -208 | . | .
CCOC(=O)c1cc2c(=O)n3ccccc3nc2n(Cc2ccco2)c1=NC(=O)c1cccc(OC)c1
    27 | . | .
Cc1c2c(nc3c(C(=O)NC4CC4)cnn13)CCCC2
    . | 0.58 | 1.3
CC(C)CCOCC(O)CCC(=O)NNC(=S)Nc1ccccc1 (configuration not stated)
    . | 1.5 | 1.7
Cc1cc(=O)n2nc(-c3ccccc3)sc2n1
    -19 | 0.91 | 0.64
O=C(NC1CCCC1)C1c2ccccc2C(=O)N1CCCN1CCOCC1 (configuration not stated)
    60* | 0.54 | -1.3
COc1cc2nc(N3CCN(C(=O)c4ccco4)CC3)nc(N)c2cc1OC
    23 | -0.39 | -1
O=C(NCCO)c1ccc2[nH]c3ccccc3c2c1
    -32 | 1.2 | 0.86
Cc1ccc(C(C)C)cc1OCCOCCN1CCCC1
    -38 | -0.29 | -0.34
O=C(CCc1ccccc1)c1ccc2c(c1)OCCCO2
    36 | -0.02 | -0.06
